HDAC3 inhib: human HDAC3 inhibition; O15379; recombinant HDAC3, fluorogenic peptide/trypsin coupled, fluorescence; inhibition, % at 8.3 µM; 0.15% of 320,000 active; AID 2718; in the data active means inhibition above about 26%, passing the limit was not always enough
Target sequence (O15379 whole entry, looked up): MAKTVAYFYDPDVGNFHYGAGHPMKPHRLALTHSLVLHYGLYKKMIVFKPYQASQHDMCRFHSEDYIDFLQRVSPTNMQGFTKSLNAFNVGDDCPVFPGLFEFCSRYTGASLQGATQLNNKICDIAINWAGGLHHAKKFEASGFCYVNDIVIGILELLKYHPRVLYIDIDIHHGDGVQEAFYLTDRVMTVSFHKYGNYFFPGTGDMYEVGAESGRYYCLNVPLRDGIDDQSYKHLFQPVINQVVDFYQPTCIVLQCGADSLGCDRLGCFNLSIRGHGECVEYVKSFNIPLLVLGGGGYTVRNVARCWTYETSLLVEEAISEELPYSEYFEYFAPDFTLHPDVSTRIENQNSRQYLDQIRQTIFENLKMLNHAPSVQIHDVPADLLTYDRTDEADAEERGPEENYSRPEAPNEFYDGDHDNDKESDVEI
IEC-6 cytotox: IEC-6 cytotoxicity, counter-screen for KLF5 inhibitors. luminescence viability. inhibition, % at 5 µM. 0.78% of 290,000 active. AID 1825; in the data active means inhibition above about 22%;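 further: 0% = plate median of test compound wells and 100% = cytotoxic reference compound wells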
Platelet DG rel: platelet dense granule release activity. 0.22% of 300,000 active. AID 1663. human platelet-rich plasma, SFLLRN dense granule ATP release, luminescence. inhibition, %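 (compounds screened at 7.5 µM in platelet-rich plasma)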;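 active means mean replicate score, as percent of positive control, at or above 50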
aSyn UTR inh: 5' untranslated region of α-synuclein, MLPCN primary screen. alpha-synuclein 5'UTR reporter, inhibitor activity. inhibition, % (tested at 7.5 µM). 0.82% of 300,000 active. AID 1813; in the data active means inhibition above about 60%;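 further: H4 neuroglioblastoma cells stably carrying SNCA 5'UTR luciferase fusion; 0% = DMSO wells and 100% = positive control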
AI-2 QS mod: modulates the Vibrio harveyi AI-2 quorum sensing system; 0.4% of 300,000 active; activity change, % at 7.5 µM; AID 2094; Vibrio harveyi JMH597 AI-2 luminescence/OD600 ratio, 9 h; hits give low values; strain lacks LuxN and CqsS sensors; 0 = neutral-control median; in the data active means activity change below about -75%, passing the limit was not always enough;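 further: luminescence divided by OD600 gain over 9 h not by final OD600 alone; inactives centre near 13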
HSP90 inh: blocks HSP90-mediated luciferase refolding in reticulocyte lysate; 0.91% of 290,000 active; Rabbit reticulocyte lysate, luciferase refolding luminescence, 3 h; inhibition, % at 5.6 µM;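 active means inhibition above the screen-wide mean plus 3 SD, computed separately per campaign, cut at about 16% in these data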;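 further: 0% = DMSO wells and 100% = 60 µM geldanamycin wells; inhibitors lower the luminescence because luciferase stays unfolded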
HSF1 activator: increases HSF-1 driven luciferase reporter signal | NIH3T3-HGL HSF-1 luciferase reporter, MG132, 8 h; 100% = twice DMSO control signal | activation, % at 9 µM | 1.7% of 300,000 active;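 active means mean replicate activation of at least 50% with a set share of replicates each reaching 50%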;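 further: 0% = median of the neutral control wells and 100% = twice that signal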
HIF act: HIF pathway transcriptional activation | U2OS HRE-luciferase reporter, luminescence; normalized: DMSO 0%, desferrioxamine 100% | activation, % at 7.5 µM (by protocol) | 0.32% of 300,000 active;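 active means mean activation of at least 10% of the iron chelator positive control signal, with at least half of replicates also reaching 10%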
KLF5 inhibitor: kruppel-like factor 5 inhibition. DLD-1 KLF5 promoter-luciferase reporter, luminescence. inhibition, % at 5 µM. 0.23% of 290,000 active. AID 1700;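 active means inhibition above a per-plate limit of that plate's mean compound inhibition plus 3 SD, cut at about 60% in these data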;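 further: 0% = DMSO wells and 100% = LY294002 at 200 µM; higher means less KLF5 promoter-driven luciferase light; inactives centre near -14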
HSF1 inh: HSF1 inhibition; NIH3T3-HGL HSE-luciferase, MG132-induced, luminescence 8 h; hits give low values; activity change, negative = inhibition, % at 7.5 µM (by protocol); AID 2098; 0.77% of 300,000 active;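 active means more than half of replicate wells show activity change below -50%, luminescence cut by over half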;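 further: luciferase reports HSF-1 transcriptional activity via heat shock element; 0% = median of DMSO wells and -100% = zero luminescence signal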
Starred values were filed as active, the others as inactive; / = not tested or not shown.

SMILES	HDAC3 inhib	IEC-6 cytotox	Platelet DG rel	aSyn UTR inh	AI-2 QS mod	HSP90 inh	HSF1 activator	HIF act	KLF5 inhibitor	HSF1 inh
CC(C)=C1C2C=CC1C(C(=O)Nc1cccc(C)c1)C2C(=O)O (stereo unspecified)	-2	5	4	-62	0	2	-3	/	0	-6
Cc1nc2cc(-c3cccs3)nn2c(NCC(C)(C)CN(C)C)c1C	-2	5	1	-5	27	-2	5	0.2	-9	-1
COc1ccc(Cl)cc1N(CC(=O)N1CCCC1)S(=O)(=O)c1ccc(C)cc1	-1	-5	-3	6	12	5	11	0.4	-15	-2
Nc1nonc1-n1nnc(C(=O)N/N=C/c2ccc(Cl)cc2)c1-c1ccc2c(c1)OCO2	-4	0	3	6	15	-2	1	0.0	-19	-8
CC(=O)Nc1ccc(S(=O)(=O)N(C)CC(=O)OCCOc2cccc(C)c2)cc1	3	6	31	-5	24	-3	5	-0.3	3	-3
O=C(NC1CC1)c1ccc(CS(=O)c2ccccc2)o1 (stereo unspecified)	-1	-9	1	10	19	-8	-6	-0.2	-1	2
CCOC(=O)N1CCN(C(=O)c2nn(-c3ccc(C)cc3)c(=O)c3c2c2ccccc2n3C)CC1	-1	-1	-5	-5	24	-3	-3	-0.6	2	-10
COc1ccc(C(=O)Nc2nnc(S(=O)(=O)Cc3ccc(F)cc3)s2)cc1	3	2	4	0	12	-4	-7	-0.4	-36	-4
CCCCCCC(CC(=O)NCc1cccnc1)CC(=O)NCc1cccnc1	15	-5	-5	16	15	0	1	-0.7	-15	-1
CC1(C)Oc2ccc3ccc(=O)oc3c2/C(=C/NC2CCCCC2)C1=O	6	3	-3	18	/	3	-18	0.0	11	-2
O=C(Nc1ccccc1C(=O)N1CCOCC1)c1cccnc1	-4	1	8	1	34	-1	4	/	-1	1
CC(=O)N(c1ccccc1)C1CC(C)N(C(=O)c2ccccc2)c2ccccc21 (stereo unspecified)	7	-4	-1	7	34	0	16	-8.9	-30	1
Cc1ccc(-n2c(N)c(-c3nc4ccccc4n3C)sc2=S)cc1	1	2	14	-25	-3	0	-12	4.1	-5	-1
COc1ccc(C(=O)NC(C)CCn2cccn2)cc1OC1CCN(C(C)C)CC1 (stereo unspecified)	-10	-3	-5	0	8	-2	-10	0.0	-7	-3
COCCCn1c(=O)c2sccc2n(Cc2ccc(C)cc2)c1=O	-8	0	-12	6	45	-4	21	-48	-23	-1
CCNC(=O)CSc1nnc(-c2cc(-c3ccc(Cl)cc3)nc3ccccc23)o1	11	6	5	4	9	3	6	-0.2	-15	9
N#Cc1ccccc1Cn1c(=O)n(C2CCCC2)c(=O)c2ccccc21	8	0	3	19	34	11	-1	0.4	8	-1
COc1ccc(CN2C3CCCC2CC(NC(=O)c2cccc(F)c2)C3)cc1 (stereo unspecified)	1	-1	12	-10	0	-3	6	0.6	-31	7
CCOc1ccc(C(=O)N(Cc2ccc(N(C)C)cc2)C2CCS(=O)(=O)C2)cc1 (stereo unspecified)	0	-5	2	3	31	5	12	0.6	-29	-4
COc1ccc(CCNC(=O)C(=O)NCC2OCCN2S(=O)(=O)c2ccc(Br)cc2)cc1 (stereo unspecified)	-7	2	-10	5	19	0	7	-0.9	15	3
COc1ccc(-c2cc(C(=O)OCC(=O)Nc3ccc4c(c3)OCO4)c3ccccc3n2)cc1	-7	4	6	-20	1	-2	21	1.2	18	8
O=C(CCCCn1c(=O)c2ccccc2n(CC(=O)Nc2cccc(F)c2)c1=O)NCc1ccco1	2	-4	1	14	3	-1	9	-0.2	-18	0
CC(CNC(=O)c1ccc(N)cc1)NC(=O)c1ccc(N)cc1 (stereo unspecified)	2	5	1	-6	4	-3	1	0.4	-3	-9
Cc1ccc(-c2ccnc3c(Cl)c(C)nn23)cc1	2	17	-2	69*	11	3	0	0.9	-24	9
NS(=O)(=O)c1ccc(CNC(=O)c2cc(-c3cccnc3)nc3ccc(Cl)cc23)cc1	/	0	-3	-3	1	4	0	0.1	-6	2

Sorted by count of non-hydrogen atoms (low to high): twelve of the compounds above.
SMILES	HDAC3 inhib	IEC-6 cytotox	Platelet DG rel	aSyn UTR inh	AI-2 QS mod	HSP90 inh	HSF1 activator	HIF act	KLF5 inhibitor	HSF1 inh
Cc1ccc(-c2ccnc3c(Cl)c(C)nn23)cc1	2	17	-2	69*	11	3	0	0.9	-24	9
O=C(NC1CC1)c1ccc(CS(=O)c2ccccc2)o1 (stereo unspecified)	-1	-9	1	10	19	-8	-6	-0.2	-1	2
CC(CNC(=O)c1ccc(N)cc1)NC(=O)c1ccc(N)cc1 (stereo unspecified)	2	5	1	-6	4	-3	1	0.4	-3	-9
Cc1ccc(-n2c(N)c(-c3nc4ccccc4n3C)sc2=S)cc1	1	2	14	-25	-3	0	-12	4.1	-5	-1
CC1(C)Oc2ccc3ccc(=O)oc3c2/C(=C/NC2CCCCC2)C1=O	6	3	-3	18	/	3	-18	0.0	11	-2
COc1ccc(C(=O)Nc2nnc(S(=O)(=O)Cc3ccc(F)cc3)s2)cc1	3	2	4	0	12	-4	-7	-0.4	-36	-4
COc1ccc(Cl)cc1N(CC(=O)N1CCCC1)S(=O)(=O)c1ccc(C)cc1	-1	-5	-3	6	12	5	11	0.4	-15	-2
CC(=O)N(c1ccccc1)C1CC(C)N(C(=O)c2ccccc2)c2ccccc21 (stereo unspecified)	7	-4	-1	7	34	0	16	-8.9	-30	1
COc1ccc(C(=O)NC(C)CCn2cccn2)cc1OC1CCN(C(C)C)CC1 (stereo unspecified)	-10	-3	-5	0	8	-2	-10	0.0	-7	-3
Nc1nonc1-n1nnc(C(=O)N/N=C/c2ccc(Cl)cc2)c1-c1ccc2c(c1)OCO2	-4	0	3	6	15	-2	1	0.0	-19	-8
COc1ccc(-c2cc(C(=O)OCC(=O)Nc3ccc4c(c3)OCO4)c3ccccc3n2)cc1	-7	4	6	-20	1	-2	21	1.2	18	8
O=C(CCCCn1c(=O)c2ccccc2n(CC(=O)Nc2cccc(F)c2)c1=O)NCc1ccco1	2	-4	1	14	3	-1	9	-0.2	-18	0

Three structures already listed, ordered by length of the SMILES, ascending:
SMILES	HDAC3 inhib	IEC-6 cytotox	Platelet DG rel	aSyn UTR inh	AI-2 QS mod	HSP90 inh	HSF1 activator	HIF act	KLF5 inhibitor	HSF1 inh
O=C(Nc1ccccc1C(=O)N1CCOCC1)c1cccnc1	-4	1	8	1	34	-1	4	/	-1	1
CCCCCCC(CC(=O)NCc1cccnc1)CC(=O)NCc1cccnc1	15	-5	-5	16	15	0	1	-0.7	-15	-1
CC(=O)N(c1ccccc1)C1CC(C)N(C(=O)c2ccccc2)c2ccccc21 (stereo unspecified)	7	-4	-1	7	34	0	16	-8.9	-30	1

The list continues:
SMILES	HDAC3 inhib	IEC-6 cytotox	Platelet DG rel	aSyn UTR inh	AI-2 QS mod	HSP90 inh	HSF1 activator	HIF act	KLF5 inhibitor	HSF1 inh
N#Cc1c(Cl)cccc1-n1ccnc1	1	4	-1	8	42	2	-6	-0.4	-10	-3
CC(=O)c1cccc(OCC(=O)N2CCN(c3ccc(C(F)(F)F)cn3)CC2)c1	/	-8	1	17	20	1	1	-0.3	-21	0
O=C(CSc1nnc(-c2ccc(OC(F)F)cc2)o1)N1CCOCC1	1	-2	-5	-67	18	-3	41	1.5	-63	8
COC(=O)c1sccc1NC(=O)c1c(C)noc1C	5	-2	25	-24	-1	-2	12	-0.4	-14	-5
CC(=O)n1cc([C@H]2C=C(C(=O)O)O[C@@H](OCCCCO)C2)c2ccccc21	3	-6	10	2	3	7	-35	-2.3	-11	-14
CC(=O)OC(C(=O)NCc1ccc2c(c1)OCO2)c1ccccc1Cl (stereo unspecified)	11	-4	/	-25	10	0	-14	2.0	-30	2
S=C(Nc1ccccc1Oc1ccccc1)Nc1cccc(Cl)c1Cl	-2	6	-6	-42	2	-5	26	0.3	-17	1
Cc1ccccc1NC1=C/C(=N\S(=O)(=O)c2cccs2)c2ccccc2C1=O	10	0	-8	114*	27	35*	-95	-7.2	-20	-95*
COc1ccc(CNC(=O)CCS(=O)(=O)c2ccc3c(c2)oc(=O)n3C)cc1	-2	-1	7	21	27	-6	-5	-0.8	-5	-1
C/C(=N\NC(=O)c1cccs1)c1ccc2c(c1)OCO2	-2	1	-1	-74	7	-4	23	1.6	-47	35
Cc1cc(C2=NNC(=NC3CC3)SC2)c(C)n1-c1ccccc1	/	0	6	95*	17	13	-37	-1.9	21	-25
COc1ccc(NC(=O)CN(C)C(=O)CN2C(=O)c3ccc([N+](=O)[O-])cc3C2=O)cc1	5	7	1	8	11	6	-12	0.1	-25	-2
Cc1onc(-c2ccccc2Cl)c1C(=O)OCC(=O)c1ccc2c(c1)OCCO2	5	2	-1	5	8	0	-1	1.3	-31	-2
O=C(NCC1CCCO1)C(c1ccncc1)N(Cc1cccs1)C(=O)Cn1nnc(-c2ccc(F)cc2)n1 (stereo unspecified)	6	-3	0	19	39	-1	-2	0.3	-10	4
Cc1ccc(S(=O)(=O)NCC(c2ccco2)S(=O)(=O)c2ccccc2)cc1 (stereo unspecified)	1	/	-6	-3	25	/	5	-0.2	/	-2
CC(O)CNCCOc1ccccc1OCc1ccccc1 (stereo unspecified)	3	3	-3	-1	21	10	40	0.4	2	8
COc1ccc(C(=O)OCc2csc(C)n2)c(O)c1	4	-6	-32	-180	17	0	65*	-53	-142	26
O=C(Nc1ccc2c(c1)CCCN2C(=O)c1ccccc1)c1ccccc1Br	2	-4	9	-8	29	0	1	-0.5	24	5
Cn1c(=O)c2c(nc(NCc3ccccc3)n2CCCc2ccccc2)n(C)c1=O	4	-1	-4	22	35	-3	-15	-0.8	-1	-3
CC1=NN(C(=O)Cc2ccc(C)cc2)C(O)(c2cccnc2)C1 (stereo unspecified)	-3	1	-3	-17	12	4	-12	-0.1	-11	5
O=C(NC1CCCCC1)c1cccc(OCc2ccccc2)c1	0	3	5	0	10	3	1	0.1	-17	6
Cc1cc(C(=O)NNC(=O)Cc2ccc(Cl)cc2)c(C)o1	1	/	-4	-2	20	/	-13	0.0	/	-2
COc1ccccc1C(=O)Nc1nc2ccccc2s1	-10	29*	73*	109*	23	91*	-90	-18	22	-88*
Cc1[nH]c2ccc(C(=O)OC(C)C(=O)NCc3ccccc3)cc2c1C (stereo unspecified)	-2	/	0	-41	18	/	-1	3.2	/	5
CCn1nc(NS(=O)(=O)c2ccc(NC(C)=O)cc2)c2cc3cccc(C)c3nc21	-1	0	11	3	15	0	7	51*	-34	5

The list continues:
SMILES	HDAC3 inhib	IEC-6 cytotox	Platelet DG rel	aSyn UTR inh	AI-2 QS mod	HSP90 inh	HSF1 activator	HIF act	KLF5 inhibitor	HSF1 inh
COc1ccc(C(=O)NNC(=O)Cc2ccc(-c3ccccc3)cc2)cc1OC	-2	-2	3	34	40	1	-19	-0.2	-9	-10
COC(=O)C1=C(O)/C(=C\c2cc(C)n(-c3ccccc3F)c2C)N=C1C	3	3	6	3	11	3	-10	0.7	-32	-7
CCc1cccc(OCC2Cn3c(nc4c3c(=O)[nH]c(=O)n4C)O2)c1 (stereo unspecified)	1	5	1	19	35	-4	10	-16	-15	1
Cc1cccc(C(=O)OCC(=O)c2c(N)n(CC(C)C)c(=O)n(C)c2=O)c1[N+](=O)[O-]	10	/	0	7	15	/	20	0.2	/	5
CCC(CC)C(=O)Nc1nc(-c2ccc3c(c2)CCN3C(=O)C2CC2)c(C)s1	0	1	11	9	23	4	0	-2.2	-26	-7
COc1cccc(-c2cc(C(=O)N3CC4(C)CC3CC(C)(C)C4)no2)c1 (stereo unspecified)	7	-1	9	28	23	2	-5	-0.5	-11	-2
